Assay outcomes from PubChem.
Tn6 DDE FP: inhibitors of Tn6 peptide binding to human fibrin DD(E); Fibrin DD(E) TRITC-Tn6 fluorescence polarization displacement; actives 0.21% (n = 370,000); P02675; inhibition, % at 8.3 µM; AID 720509;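 active = inhibition above a per-campaign cutoff: mean of compounds within control limits plus 3 SD, cut at about 15% in these data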;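 also: 0% = median of all compound wells on the plate and 100% = blocking peptide control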
ASAP1 inh: blocks human ASAP1-stimulated Arf1 GTP hydrolysis. Q9ULH1. GDP FP detection. inhibition, % at 16.5 µM. actives 0.19% (n = 360,000); in the data active = inhibition above about 25%;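 also: 0% = vehicle with enzyme and substrate and 100% = no enzyme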
ARFGAP1 inh: inhibitors of rat ARFGAP1 | Q62848 | Arfgap1-stimulated ARF1 GTP hydrolysis, GDP FP detection | inhibition, % at 16.5 µM | actives 0.26% (n = 360,000) | AID 651572;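 active = inhibition above a per-plate limit, mean inhibition of low control wells plus 3 SD, cut at about 25% in these data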;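 also: 0% = DMSO wells with enzyme and 100% = wells lacking Arfgap1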
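Assay system: Rat Arfgap1 GAP domain (His6, aa 1-136), purified enzyme | Buffer or medium: HEPES 25 mM pH 7.5, NaCl 150 mM, MgCl2, DTT | Schedule: GTP hydrolysis reaction 2 h at 25 °C | Signal: FP of antibody-bound GDP Alexa 633 tracer, ex 620/em 688 nm | Measure: Percent inhibition of Arfgap1-stimulated GTP hydrolysis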
FXN GAA850 act: increases GAA850 frataxin promoter reporter activity | activation, % at 6 µM | actives 0.56% (n = 360,000) | HEK293 lucGAA850 FXN promoter luciferase reporter, 24 h; percent of 10 µM SAHA response;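 active = activation above the average of all compounds screened plus 3 SD, cutoff fixed separately per campaign, cut at about 7.5% in these data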;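 also: 0% = DMSO wells and 100% = 10 µM SAHA wells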
sPLA2-III inh: Inhibits HGIII-sPLA2 liposome hydrolysis, primary screen | inhibition, % at 12.2 µM | actives 0.56% (n = 370,000) | QFRET BODIPY PC-A2 liposome hydrolysis, fluorescence | AID 743126;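 active = inhibition above mean plus 3 SD of compounds lying within the high and low control bounds, cut at about 19% in these data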;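 also: 0% = median of test compound wells and 100% = no enzyme DMSO wells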
ADAM10 inh: ADAM10 inhibition, QFRET primary screen. recombinant ADAM10, EDANS/DABCYL FRET peptide cleavage, 3 h. inhibition, % at 7 µM. actives 0.62% (n = 370,000). AID 720582;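 active = inhibition above a per-campaign cutoff equal to the mean of compounds falling between control-based bounds plus 3 SD, cut at about 20% in these data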;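 also: 0% = DMSO wells while the 100% control is not disclosed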
NPR1 activator: GC-A (human) enzyme activation | actives 0.14% (n = 370,000) | P16066 | activation, % at 10 µM | HEK293 GC-A cells, cGMP TR-FRET, EC30 ANP; 0% at EC30 ANP, 100% saturating ANP | AID 1671463; in the data active = activation above about 40%
rCAG RNA binder: r(CAG) repeat RNA binding | inhibition, % at 3 µM | actives 1.3% (n = 370,000) | TO-PRO-1 dye displacement fluorescence;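 active = inhibition above the plate cutoff, the mean of all test compounds on that plate plus 3 SD, cut at about 35% in these data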;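 also: 0% = DMSO alone and 100% = 100 µM mitoxantrone as full dye displacement; higher means more dye released from RNA so lower well fluorescence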
proKLK7 act: activators of human kallikrein-7 zymogen; activation, % at 7 µM; P49862; actives 0.9% (n = 370,000); AID 652039; purified proKLK7, EDANS-DABCYL substrate fluorescence; 100% is mature enzyme control, 0% vehicle;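 active = activation above the mean of all tested compounds plus 3 SD, computed per campaign excluding outliers beyond control limits, cut at about 13% in these data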
NPR2 activator: GC-B (human) receptor activation; P20594; HEK293-GC-B cells, CNP EC30, cGMP TR-FRET; 0% at EC30 CNP, 100% saturating CNP; activation, % at 10 µM; actives 0.11% (n = 370,000); AID 1920062;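 active = activation at 10 µM reaching about 35% in either raw or pattern-adjusted values, limit read from the data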
Target sequence (P20594 whole entry, looked up): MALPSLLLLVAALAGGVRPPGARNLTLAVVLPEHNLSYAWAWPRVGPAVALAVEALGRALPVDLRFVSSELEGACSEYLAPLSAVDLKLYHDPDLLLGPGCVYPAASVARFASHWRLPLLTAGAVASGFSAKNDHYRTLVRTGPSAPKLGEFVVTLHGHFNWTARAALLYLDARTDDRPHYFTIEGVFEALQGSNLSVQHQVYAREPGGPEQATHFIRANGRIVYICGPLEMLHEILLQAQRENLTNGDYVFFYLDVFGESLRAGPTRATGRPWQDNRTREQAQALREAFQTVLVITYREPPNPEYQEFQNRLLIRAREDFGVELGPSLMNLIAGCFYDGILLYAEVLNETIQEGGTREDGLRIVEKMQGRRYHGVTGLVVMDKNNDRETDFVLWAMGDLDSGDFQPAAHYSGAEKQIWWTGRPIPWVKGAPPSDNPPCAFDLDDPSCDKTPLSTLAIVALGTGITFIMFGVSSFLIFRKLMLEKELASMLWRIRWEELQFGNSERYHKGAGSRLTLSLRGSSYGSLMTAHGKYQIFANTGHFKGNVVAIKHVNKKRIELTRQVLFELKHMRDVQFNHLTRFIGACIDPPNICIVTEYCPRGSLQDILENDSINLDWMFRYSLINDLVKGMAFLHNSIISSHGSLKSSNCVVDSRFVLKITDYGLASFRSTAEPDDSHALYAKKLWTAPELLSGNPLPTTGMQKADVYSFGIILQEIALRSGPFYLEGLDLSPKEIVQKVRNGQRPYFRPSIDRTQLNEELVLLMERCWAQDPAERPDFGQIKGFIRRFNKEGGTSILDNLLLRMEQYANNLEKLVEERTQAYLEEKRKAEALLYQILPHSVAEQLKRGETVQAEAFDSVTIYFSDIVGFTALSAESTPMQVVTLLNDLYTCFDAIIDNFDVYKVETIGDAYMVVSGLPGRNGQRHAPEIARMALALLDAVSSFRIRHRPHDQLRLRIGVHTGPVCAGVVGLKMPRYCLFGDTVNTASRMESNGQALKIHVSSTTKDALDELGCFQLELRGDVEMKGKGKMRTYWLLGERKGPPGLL
Active calls of the source: *; nt = not tested or not shown.

SMILES	Tn6 DDE FP	ASAP1 inh	ARFGAP1 inh	FXN GAA850 act	sPLA2-III inh	ADAM10 inh	NPR1 activator	rCAG RNA binder	proKLK7 act	NPR2 activator
CCOC(=O)[C@H]1[C@H]2COc3ccc(Cl)cc3[C@@H]2N2C(=O)[C@@H](C)NC(=O)[C@@]12C	-5	0	-4	1.1	8	-5	-2	8	-0.5	2
CN(c1ccccc1)c1ccc(/C=C(\CCC(=O)O)c2nc3ccccc3s2)cc1[N+](=O)[O-]	-3	2	-29	-1.7	-2	18	-4	71*	-0.4	-2
CCOCc1cnc(C)nc1NCC(=O)c1c(C)n(C)c2ccc(OC)cc12	-8	14	-7	1.2	6	6	0	3	0.7	4
CCOC(=O)CC1C(=O)NCCN1C(=O)c1c(Cl)cccc1Cl (configuration not stated)	-10	-5	-2	0.4	10	-5	4	0	-0.2	3
CC(=O)N1CCN(C(=O)COC(=O)CNC(=O)c2ccc(C)cc2)CC1	-1	2	6	0.9	-2	-19	1	1	-0.9	4
Cn1c(=O)[nH]c(=O)c2c1nc(OC(=O)c1ccccc1)n2CC(O)COc1ccccc1 (configuration not stated)	-3	3	-7	0.2	2	5	-5	1	-0.2	6
O=c1[nH]c2ccccc2cc1CN(Cc1cccnc1)S(=O)(=O)c1ccc(Cl)cc1	-2	12	-1	-1.2	-1	-27	-1	-2	0.4	-4
CCOC(=O)/C=C(\C)Sc1cc(=O)oc2ccccc12	4	4	14	-10	-3	3	nt	-3	-0.2	nt
Nc1ccccc1C(=O)N1CCC(O)(c2ccc(Cl)cc2)CC1	7	-10	13	1.3	3	-9	2	6	-0.5	-2
COc1ccc(C(C)NC(=O)C23CC4CC(CC(C4)C2)C3)cc1OC (configuration not stated)	-2	-5	9	0.8	2	-3	5	-7	0.1	-4
CC(C)CNS(=O)(=O)CC1NCc2cc3c(cc21)OCO3 (configuration not stated)	2	nt	nt	nt	6	-5	-1	3	-0.1	-1
CCOc1cc(-c2noc(N)c2C(=O)OC)cc(OCC)c1OCC	3	-4	-9	-3.1	-4	4	-6	0	-0.5	0
CN(C)c1ccc(NC(=O)CCCc2ccccc2)cc1	2	-5	-4	0.8	3	-12	-1	-1	-0.7	7
Cn1c(SCc2ccccc2)nc2c1c(=O)[nH]c(=O)n2C	-9	-14	0	1.9	1	-4	0	1	0.0	-1
Cc1cccn2c(=O)nc(SCC(=O)NCCc3ccccc3)nc12	-10	1	11	0.5	4	-100	-3	-2	-0.5	8
CCc1c(C)sc(NC(=O)Cn2nc(C)c([N+](=O)[O-])c2C)c1C(N)=O	-3	16	-1	-0.6	-1	-1	3	0	-0.2	2
CCNC(=S)NNC(=O)Cn1c(=O)c2c(ncn2CCOC)n(Cc2ccccc2)c1=O	3	0	-5	-0.5	16	15	2	-1	0.2	7
O=C(NN=C1CCN(Cc2ccccc2)CC1)c1ccccc1O	-8	-12	-3	2.6	4	-9	4	0	-1.1	13
O=C(CSc1nnc(Cn2nnc(-c3ccccc3)n2)n1-c1ccccc1)Nc1ccc(F)cc1	-10	5	0	-4.6	-41	5	-6	9	0.2	-4
Cc1ccc(S(=O)(=O)Nc2ccc(Nc3nccn4c(-c5ccccc5Oc5ccccc5)cnc34)cc2)cc1	3	1	15	2.9	0	-36	1	21	-4.7	12
COc1ccccc1C(=O)NC(=O)COC(=O)Cn1[nH]c(=O)c2ccccc2c1=O	2	-2	3	1.4	9	-4	3	0	-0.4	-1
Cc1nc(NC(=O)C(Cl)Cl)sc1C(=O)N(C)C	-3	5	3	2.1	5	1	3	7	0.2	0
O=C(c1ccccc1)N1CCN(c2n[nH]c(=O)[nH]c2=O)CC1	0	-17	-6	1.9	9	15	0	0	0.4	4
CCN(CC)C(C(=O)NC1CCCCC1)c1ccc(C)cc1 (configuration not stated)	0	-9	3	-0.8	2	-3	-18	-6	0.2	-11
CNC(=O)c1ccc(NC(=O)c2ccccc2OCc2c(C)noc2C)cc1	-1	-11	0	1.3	2	-13	-4	1	0.3	-7

Complete entries from above. Values in the order: Tn6 DDE FP | ASAP1 inh | ARFGAP1 inh | FXN GAA850 act | sPLA2-III inh | ADAM10 inh | NPR1 activator | rCAG RNA binder | proKLK7 act | NPR2 activator
O=C(NN=C1CCN(Cc2ccccc2)CC1)c1ccccc1O is listed with -8 | -12 | -3 | 2.6 | 4 | -9 | 4 | 0 | -1.1 | 13
CCN(CC)C(C(=O)NC1CCCCC1)c1ccc(C)cc1 (configuration not stated) is listed with 0 | -9 | 3 | -0.8 | 2 | -3 | -18 | -6 | 0.2 | -11

(further entries)
SMILES	Tn6 DDE FP	ASAP1 inh	ARFGAP1 inh	FXN GAA850 act	sPLA2-III inh	ADAM10 inh	NPR1 activator	rCAG RNA binder	proKLK7 act	NPR2 activator
COc1cccc(CNc2nc(NC(C)C)nc3ccsc23)c1	8	5	-11	-1.6	-6	-23	1	-1	-0.6	6
CC(=O)Nc1ccc(Oc2nc(C(F)(F)F)nc3ccccc23)cc1	5	9	4	3.0	2	8	-2	-1	-0.1	4
CCOC(=O)NC(NC(=O)OCC)C(=O)c1ccc(F)cc1	4	-5	-1	0.9	1	7	0	-1	-0.4	6
O=C(Nc1cccnc1Cl)c1ccc(=O)oc1	5	-9	-14	-1.3	-2	-47	-1	7	0.2	-12
O=C(CCc1nnc(-c2ccsc2)o1)N1CCCCC1CCn1ccnc1 (configuration not stated)	-2	-1	6	3.4	-3	1	-1	-5	0.1	4
COc1cccc(CNC(=O)[C@@H]2CCCN2C(=O)[C@H]2CCCCN2C(=O)c2ccc(Cl)cc2)c1	-4	8	6	nt	8	-4	-9	-3	0.1	-4
Cc1ccc(OCc2nnc(SCC(=O)Nc3cccc4ccccc34)n2Cc2ccco2)cc1	0	nt	nt	nt	-32	17	-3	5	0.0	2
CCSc1nc(N)c(C#N)c(-c2ccccc2Cl)c1C#N	0	3	-4	6.9	-3	-15	-7	1	-0.3	-5
O=C(c1ccncc1)N1CCN(S(=O)(=O)c2ccc(OC(F)(F)F)cc2)CC1	10	7	10	3.0	-1	0	-3	-2	0.3	1
N#CC(CO)(Cc1ccc(OC(F)F)cc1)c1nc2ccccc2[nH]1 (configuration not stated)	0	-6	12	2.6	-32	-2	1	2	0.1	-4
CCOc1ccccc1CNc1nc2ccccc2n1C	-2	-17	-3	0.1	2	6	-11	-2	0.2	-10
CCCn1c(=S)[nH]c2cc(C(=O)N3CCN(c4ccccc4OC)CC3)ccc2c1=O	-6	6	0	2.0	4	7	-1	2	0.0	3
CS/C(=N\S(=O)(=O)c1cccs1)Nc1ccc(F)c(Cl)c1	-2	0	0	2.5	-14	4	1	8	0.0	2
CCn1nc(C(=O)N2CCc3ccccc3C2)c2ccccc2c1=O	7	1	3	-1.0	4	3	4	1	-0.3	-2
CC(C)(C)OC(=O)N[C@@H](COCc1ccccc1)C(=O)N[C@@H](CO)[C@H](O)[C@@H]1C[C@@H]1C(=O)N1CCCC1	-3	-2	1	1.7	13	-6	-4	-9	0.1	6
Cc1ccc(N2CC(C(=O)OCC(=O)NNC(=O)c3ccccc3)CC2=O)cc1 (configuration not stated)	1	-10	-4	2.5	6	-2	1	4	0.3	-3
Cn1nccc1-c1ccc(C(=O)NCc2ccco2)c2occc12	-3	-9	4	1.4	-1	-8	4	3	0.3	5
O=C(Nc1cccnc1)c1cc(-c2cccs2)on1	9	13	-4	0.1	-4	3	4	3	0.2	-3
COC(=O)c1scc(S(=O)(=O)C(C)C)c1N/N=C(\C#N)C(=O)c1ccc(Cl)cc1	2	0	3	1.5	-35	-2	4	51*	0.2	4
O=S(=O)(NC1CCCCCCC1)c1ccccc1	-8	0	-5	0.8	4	-3	-5	8	-0.6	-12
C[C@H](O)[C@@H]1CN2CCc3c([nH]c4ccccc34)[C@@H]2C[C@@H]1N(C)C(=O)c1ccco1	-6	11	8	nt	0	-148	2	5	3.3	-6
Cc1ccc(OCCCn2cc(C#N)c3ccccc32)cc1	3	-4	-2	1.0	-21	11	-5	0	0.2	-5
CC(C)N1CCCCC(NC(=O)c2ccc3ccccc3c2)C1=O (configuration not stated)	1	nt	nt	nt	3	-2	1	2	0.1	-1
O=S(=O)(c1ccc(Oc2ccc(Cl)cc2)c(S(=O)(=O)N2CCCCC2)c1)N1CCCCC1	4	-3	-9	2.0	0	5	-3	0	0.3	2
CNC(=S)NNC(=O)c1ccc(=O)n(Cc2ccc(Cl)cc2Cl)c1	-2	14	8	2.2	14	5	2	6	-1.1	8
Going on with the list.
SMILES	Tn6 DDE FP	ASAP1 inh	ARFGAP1 inh	FXN GAA850 act	sPLA2-III inh	ADAM10 inh	NPR1 activator	rCAG RNA binder	proKLK7 act	NPR2 activator
Cc1ccc(SCc2cn3ccccc3n2)cc1	4	-12	-10	1.5	0	4	0	0	-0.3	-10
Cc1cccc(NC(=O)c2ccc(S(=O)(=O)N(C)C)cc2)c1	-5	14	-1	2.2	-1	2	-1	2	-0.1	-5
COc1ccccc1CNC(=O)c1ccc(-c2ccccc2)cc1	-1	3	-4	1.8	2	-2	3	-3	0.0	5
CCCCc1nc(SCC(=O)Nc2ccc(S(N)(=O)=O)cc2)n[nH]1	0	-6	-12	0.2	2	1	0	-2	-0.3	4
CCOc1ccc2nc(NC(=O)CS(=O)(=O)c3ccc(C)cc3)sc2c1	-10	8	14	3.3	-43	-2	7	9	0.3	-6
Cc1ccccc1S(=O)Cc1ccc(C(=O)N2CCN(C(=O)c3ccco3)CC2)o1 (configuration not stated)	-2	4	-2	0.0	5	0	-3	-2	0.4	2
COc1ccccc1CP(=O)(c1ccccc1)c1ccccc1	4	3	4	-1.2	2	0	1	-3	-0.1	-1
[O-][n+]1c2c(nn1-c1ccccc1)/C(=N/O)CCC2	-4	7	-5	0.8	6	-8	3	-3	0.0	3
COCCNc1nc(Oc2ccc(Cl)c(Cl)c2)c2sccc2n1	-2	0	-1	0.4	3	-7	-8	1	0.3	-1
N#CC(C(=O)Nc1cccc(Cl)c1)=C1Nc2ccccc2N1	-6	0	10	0.3	-18	-19	12	19	0.5	-4
CCC(C)N(C(=O)COC(=O)C1C(C(=O)OC)=C(C)NC(C)=C1C(=O)OC)C1CCS(=O)(=O)C1 (configuration not stated)	4	6	-1	-1.7	0	-69	0	-3	1.9	-4
CC(C)c1cc(C(=O)N/N=C/C=C/c2ccccc2)n[nH]1	3	9	10	-0.3	1	-1	4	-2	0.3	-2
Clc1ccc([C@H]2OC[C@@]3(CNCc4ccccc4)CS[C@H](c4ccc(Cl)cc4)N23)cc1	-1	nt	nt	nt	0	4	-11	nt	nt	-12
Cc1ccccc1CSc1nnc(-c2ccccc2)c(=O)[nH]1	1	2	-4	2.2	1	8	0	7	0.1	-6
O=C1C=C(c2ccc(F)cc2OCc2ccccc2)C[C@@H](c2ccc3c(c2)OCO3)C1	-4	10	1	1.6	0	-3	30	3	-0.3	39*
CCc1ccccc1-n1nnnc1SCC(=O)Nc1cc(C)on1	-4	3	-7	3.0	-9	-1	-1	-3	-0.1	2
Cc1cccc(CC2CC(=O)N(c3ccc([N+](=O)[O-])cc3)C2=O)c1 (configuration not stated)	2	0	-15	0.5	-6	11	-2	-4	-0.2	-2
COc1ccccc1CNC(=O)C1CCN(C(=O)c2sccc2-n2cccc2)CC1	2	-1	5	-1.1	8	-2	-2	-1	-0.5	-4
